Source: PubChem BioAssay
FAS TE block – inhibitors of human fatty acid synthase thioesterase domain. inhibition, % at 15 µM. P49327. AID 602261. recombinant FAS-TE, OMFH fluorogenic substrate, fluorescence endpoint. hit rate 0.67% among 360,000;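 active = compounds whose normalised, plate-corrected inhibition of enzyme fluorescence in the single-dose primary screen is 50% or more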;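 note: 0% = DMSO with enzyme and 100% = substrate without enzyme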
TbMetRS inhib – blocks T. brucei methionyl-tRNA synthetase activity. hit rate 0.4% among 360,000. inhibition, % at 11.9 µM. purified T. brucei MetRS, ATP depletion, Kinase-Glo luminescence. AID 624268;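 active = inhibition above a per-plate cutoff of the control wells' mean inhibition plus 3 SD, cut at about 5.5% in these data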;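 note: 0% = DMSO wells median and 100% = median of wells with control inhibitor compound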
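assay system = parasite MetRS enzyme | timing = 15 min preincubation, 2 h reaction, all 25 °C | evaluation = percent inhibition relative to median high and low control wells | medium = HEPES buffer containing pyrophosphatase, BSA, spermine, DTT | compound = single dose, 11.9 µM final nominal, 0.9% final DMSO | detection = Kinase-Glo luminescence, ATP depletion format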
bovine MsrA act – activates bovine MsrA enzyme. purified bovine MsrA, absorbance read-out. activation, % at 10.6 µM. hit rate 0.3% among 360,000; in the data active = activation above about 7.5%;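 note: 0% = vehicle and 100% = reference activator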
MLLE-PAM2 inh – blocks PAM2 peptide binding to the PABP1 MLLE domain. P11940. GST-MLLE / FITC-PAM2 fluorescence polarization. inhibition, % at 20 µM. hit rate 0.36% among 360,000. AID 588489; in the data active = inhibition above about 35%, passing the limit was not always enough;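 note: plate controls were DMSO wells with GST-MLLE for no effect and wells lacking GST-MLLE protein for full effect; some results filed as inactive read as strong as hits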
Target sequence (P11940 whole entry, looked up, the tested form may be a part): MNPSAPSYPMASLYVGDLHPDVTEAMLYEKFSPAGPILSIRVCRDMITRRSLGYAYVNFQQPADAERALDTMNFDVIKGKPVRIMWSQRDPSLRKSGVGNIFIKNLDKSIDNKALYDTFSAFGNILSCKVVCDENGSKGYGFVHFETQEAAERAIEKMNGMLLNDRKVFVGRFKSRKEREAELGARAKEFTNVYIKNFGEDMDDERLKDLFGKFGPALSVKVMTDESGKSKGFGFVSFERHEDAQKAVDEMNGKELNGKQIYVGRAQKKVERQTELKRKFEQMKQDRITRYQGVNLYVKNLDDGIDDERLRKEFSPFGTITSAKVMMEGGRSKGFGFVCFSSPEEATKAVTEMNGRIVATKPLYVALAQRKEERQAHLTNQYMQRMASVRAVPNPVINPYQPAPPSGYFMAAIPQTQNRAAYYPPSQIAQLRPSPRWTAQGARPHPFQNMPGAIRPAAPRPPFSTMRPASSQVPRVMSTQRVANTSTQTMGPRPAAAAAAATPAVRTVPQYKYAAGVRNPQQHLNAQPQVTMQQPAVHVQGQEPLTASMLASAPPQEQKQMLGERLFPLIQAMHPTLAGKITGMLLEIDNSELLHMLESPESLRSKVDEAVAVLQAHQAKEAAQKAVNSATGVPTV
SKN-1 block – blocks SKN-1 activity in C. elegans; inhibition, % at 21.8 µM; hit rate 0.49% among 360,000; C. elegans VP596 Pgst-4::GFP/RFP ratio, acrylamide-induced, 24 h;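 active = interference check ratio from 0.5 to 1.5 plus GFP to RFP signal ratio inhibition reaching or exceeding a fixed threshold, cut at about 30% in these data, passing the limit was not always enough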; note: some compounds called inactive have numbers as strong as hits
MsrA inh – inhibitors of bovine MsrA; purified bovine MsrA, absorbance read-out; hit rate 0.75% among 360,000; inhibition, % at 15.5 µM; in the data active = inhibition above about 4.5%;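 note: 0% = vehicle wells with enzyme and 100% = reference inhibitor wells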
E coli Lon inh – inhibits E. coli Lon protease; inhibition, % at 7.94 µM; purified E. coli Lon protease, fluorescence polarization; P0A9M0; AID 602123; hit rate 0.42% among 360,000; in the data active = inhibition above about 13%, passing the limit was not always enough;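 note: 0% = enzyme with probe and DMSO and 100% = no enzyme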
NRP1-CendR mod – alters CendR peptide binding to human NRP-1; O14786; FAM-RPARPAR peptide binding to NRP-1, fluorescence polarization; inhibition, % at 25 µM; hit rate 0.85% among 360,000; AID 602438;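 active = inhibition or corrected inhibition above about 18%, plus a signal ratio from 0.5 to 1.5, limit read from the data, passing the limit was not always enough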; note: strong numbers were not always called active
MT1-MMP act inh – inhibitors of human MT1-MMP activation. HT1080 RFP-PRO-GFP cells, GFP/RFP ratio fluorescence, overnight; percent of plate control window, DMSO zero. P50281. GFP/RFP ratio change, % at 20 µM. hit rate 0.061% among 360,000;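 active = GFP/RFP ratio change of at least 30% with cell ATP level not reduced by more than half and red fluorescence within 50% of control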; note: strong numbers were not always called active
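Assay system – RFP-PRO-GFP reporter HT1080 cells · Compound dosing – single dose of 20 µM compound, 1% DMSO final · Incubation – overnight compound exposure at 37 °C · Measure – GFP/RFP fluorescence ratio · Benchmarks – DMSO wells and RFP-L50D-GFP cells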
* marks the source's active call; other numbers are inactive results; nt = not tested or not shown.

smiles	E coli Lon inh	MT1-MMP act inh	NRP1-CendR mod	SKN-1 block	FAS TE block	TbMetRS inhib	bovine MsrA act	MsrA inh	MLLE-PAM2 inh
COc1ccc(/C=N/NC(=O)c2nonc2C)cc1	8	2	-2	-6	-5	0.1	1	1.8	-2
COc1cc2c(cc1OC)CN(C(=O)CCOc1ccccc1C)CC2	-1	2	0	11	1	0.1	-3	1.9	12
O=C(c1cnn(Cc2ccccc2)c1)N1CCN(S(=O)(=O)/C=C/c2ccccc2)CC1	-5	5	-3	0	3	-0.2	0	0.2	15
CC(=O)c1ccc(C(=O)N2CCCC(CNC(=O)c3ccccc3Cl)C2)cc1 (centres undefined)	5	0	-2	14	-4	-0.2	-3	-0.3	-3
O=[N+]([O-])c1cc(CN2CCCCCC2)ccc1O	-5	5	-1	20	-1	-0.8	-1	0.2	0
COc1ccc(N2CC(C(=O)Nc3nc4ccc(OC)cc4s3)CC2=O)cc1 (centres undefined)	5	-12	-8	0	3	-0.8	-3	0.9	-7
O=C(Nc1ccc(S(=O)(=O)N2CCCC2)cc1)C1CC(=O)N(CCc2ccccc2)C1 (centres undefined)	-8	-1	10	-10	-3	-0.2	-7	0.5	1
Cc1ccc(C)c(NC(=O)COC(=O)Cn2c(C)csc2=O)c1	-3	-3	21	7	-6	-0.6	-3	0.1	-28
Cc1cc(C(=O)OCC(=O)Nc2ccccc2)c(C)o1	-3	2	3	11	-3	-0.5	-4	-0.1	0
Cc1c(NC(=S)/C=C2\N(C)c3ccccc3C2(C)C)c(=O)n(-c2ccccc2)n1C	-4	33*	-11	12	-7	-0.3	-5	3.8	16
COC(=O)c1c(NC(C)=O)sc(C)c1C	0	-1	-5	7	-5	0.5	-2	0.8	2
COc1cccc(-c2ccc3ncnc(NCc4cccs4)c3c2)c1	-4	0	12	10	21	-0.4	-11	1.1	1
COc1ccc(S(=O)(=O)N2CCCCCC2)cc1C(=O)N1CCCC(C(F)(F)F)C1 (centres undefined)	-1	-1	-11	26	4	-0.4	-2	0.2	-1
N#CCCN(C(=O)COC(=O)CCC(=O)c1cccs1)c1ccccc1	8	-3	-12	13	-5	0.1	-2	0.0	8
CCOCc1nnc(NC(=O)c2ccc(NC(C)=O)cc2)s1	-2	-1	-1	-7	-8	-0.6	-4	1.1	-7
CCCCNC(=S)NC(=O)c1ccc([N+](=O)[O-])cc1	-2	3	5	12	2	-1.2	-2	-0.1	19
COc1ccc(/C=N/NC(=O)c2ccc(COCC(F)(F)C(F)F)cc2)cc1	2	0	3	-3	-1	0.3	1	-0.3	19
O=C(NCC1CCCO1)c1cc2c(s1)CCC2 (centres undefined)	-10	-1	10	-2	-4	-0.5	-4	-1.1	3
CCC(Cc1ccccc1)NC(=O)C1=C(C)C(=O)OC12CCC(C)CC2 (centres undefined)	5	0	5	10	3	-0.1	-3	0.8	-4
NC(=O)Cn1c(=O)n(Cc2ccccc2)c(=O)c2cccnc21	-4	0	-3	11	-1	-0.4	-2	0.5	-10

In a second layout: results already given.
CCC(Cc1ccccc1)NC(=O)C1=C(C)C(=O)OC12CCC(C)CC2 (centres undefined)
  E coli Lon inh = 5
  MT1-MMP act inh = 0
  NRP1-CendR mod = 5
  SKN-1 block = 10
  FAS TE block = 3
  TbMetRS inhib = -0.1
  bovine MsrA act = -3
  MsrA inh = 0.8
  MLLE-PAM2 inh = -4

NC(=O)Cn1c(=O)n(Cc2ccccc2)c(=O)c2cccnc21
  E coli Lon inh = -4
  MT1-MMP act inh = 0
  NRP1-CendR mod = -3
  SKN-1 block = 11
  FAS TE block = -1
  TbMetRS inhib = -0.4
  bovine MsrA act = -2
  MsrA inh = 0.5
  MLLE-PAM2 inh = -10

The listing continues:
smiles	E coli Lon inh	MT1-MMP act inh	NRP1-CendR mod	SKN-1 block	FAS TE block	TbMetRS inhib	bovine MsrA act	MsrA inh	MLLE-PAM2 inh
O=C(c1coc(=O)c(Br)c1)N1CCCc2ccccc21	-2	-4	-30	-4	-8	0.3	-2	3.8	-18
CC(C)CC(=O)Nc1nnc(S(=O)(=O)N(C)c2ccc(Cl)cc2)s1	4	-1	-2	5	2	-1.2	-3	-1.1	11
C=CCCCCCCCCC(=O)NNC1=CC(=O)CC(C)(C)C1	4	7	0	-4	-6	-0.3	0	0.2	-5
COc1ccc([C@H]2CC(=O)C[C@@H](CCn3cc(-c4ccncc4)nn3)O2)cc1	-1	3	-4	7	-3	-0.3	-4	0.1	nt
CN(C)c1ccc(C(C(=O)NC2CCCCC2)N(Cc2ccco2)C(=O)c2snc(C(N)=O)c2N)cc1 (centres undefined)	-1	-16	17	3	16	-0.7	-1	0.0	1
CC(Sc1ncn[nH]1)C(=O)c1c(N)n(C)c(=O)n(C)c1=O (centres undefined)	-7	2	-5	-9	-9	-0.6	-12	-0.3	5
Cc1cc(Cl)ccc1OCC(=O)NCC(c1cccs1)N1CCOCC1 (centres undefined)	4	-10	7	18	8	-0.5	-4	-1.8	-3
O=C(CSc1nc2ccccc2c(=O)n1-c1ccccc1)Nc1ccc2c(c1)CCC2	2	-10	2	26	32	-0.1	0	-0.1	5
CC(=O)Nc1cc(C(C)(C)C)c(O)c(C(C)(C)C)c1	1	1	-8	5	-6	-0.4	-2	-0.6	2
Cc1ccc(NC(=O)c2ncn(CCCNCc3ccccc3)n2)cc1C	3	4	-19	-11	-9	-0.7	1	0.8	-6
Cc1c(C(=O)NC(C(C)C)C(C)C)cccc1[N+](=O)[O-]	2	-1	0	9	-9	-0.2	-7	-0.9	16
C[C@@H](NC(=O)[C@@H]1Cc2ccccc2CN1C(=O)OC(C)(C)C)C(=O)NC1CCCCC1	12	-1	-3	9	-2	-0.4	3	0.4	0
O=C(COc1ccc(Cl)cc1)NCc1nnc(SCC(=O)Nc2ccccc2)o1	-5	2	16	-10	-1	0.8	4	-0.6	-18
O=C(NNC(=S)NC(=O)c1ccccc1Cl)c1cccc([N+](=O)[O-])c1	6	3	10	5	5	-1.2	-2	2.8	16
COc1ccc(OC)c(-c2cc(C(=O)Nc3ccccc3C(N)=O)c3ccccc3n2)c1	-7	0	0	-5	20	-0.4	-11	2.0	19
CCCNC(=O)NS(=O)(=O)c1cnccc1Sc1ccc(Cl)cc1	-2	-1	8	-20	3	-0.2	-3	-0.1	11
CC(NC(=O)Nc1ccc([N+](=O)[O-])cc1)C(c1ccccc1)N1CCOCC1 (centres undefined)	0	1	-1	10	8	0.0	-6	4.1	10
O=C(c1cnc(N2CCN(c3ncccn3)CC2)c2ccccc12)N1CCN(c2ccccn2)CC1	1	6	-4	14	2	0.2	-4	2.2	1
COc1ccc2ccc(C(C)(C(C)=O)C(=O)OC(C)C)cc2c1 (centres undefined)	21	7	9	2	10	-0.2	-1	1.0	-13
Cc1cccc(NCc2nc(SCC(N)=O)n[nH]2)c1	-2	-6	2	5	-10	-0.4	-11	-1.0	5

Grouped by structure, those above with fluorine.
smiles	E coli Lon inh	MT1-MMP act inh	NRP1-CendR mod	SKN-1 block	FAS TE block	TbMetRS inhib	bovine MsrA act	MsrA inh	MLLE-PAM2 inh
COc1ccc(S(=O)(=O)N2CCCCCC2)cc1C(=O)N1CCCC(C(F)(F)F)C1 (centres undefined)	-1	-1	-11	26	4	-0.4	-2	0.2	-1
COc1ccc(/C=N/NC(=O)c2ccc(COCC(F)(F)C(F)F)cc2)cc1	2	0	3	-3	-1	0.3	1	-0.3	19

(continued)
smiles	E coli Lon inh	MT1-MMP act inh	NRP1-CendR mod	SKN-1 block	FAS TE block	TbMetRS inhib	bovine MsrA act	MsrA inh	MLLE-PAM2 inh
CC(O)c1n(C)c(Cl)c[n+]1C (centres undefined)	-10	-2	-3	-14	-7	-1.0	-2	0.6	-120
CCCCn1c(N)c(Br)c(=O)[nH]c1=O	-3	1	-1	-3	-5	-0.8	-6	-0.5	-28
CN1CCCC(OC(=O)c2cccc(Br)c2)C1 (centres undefined)	-11	2	1	-1	-4	-0.3	-3	-0.3	0
CCOC(=O)c1oc2ccccc2c1CN1CCN(c2ccccc2)CC1	-9	-7	2	2	20	-0.2	-5	-0.2	3
CC(NC(=O)C1CCCN(C(=O)c2ccc(Cl)cc2)C1)c1cccc(C(F)(F)F)c1 (centres undefined)	2	3	8	-2	6	-0.6	-9	-0.3	-3
COc1ccc(OC)c2sc(N3CCN(C(=O)c4ccc([N+](=O)[O-])s4)CC3)nc12	-8	3	1	7	5	-0.3	1	3.1	10
COc1ccc(N2CCN(C(=O)c3cccc(N4C(=O)C5CC=CC(C)C5C4=O)c3)CC2)cc1 (centres undefined)	5	0	-6	3	1	-0.1	-3	-0.1	14
COc1ccc(CCC(=O)Nc2cc(S(=O)(=O)N3CCOCC3)ccc2OC(C)C)cc1	2	-1	9	3	8	0.2	-3	0.9	0
O=c1c2ccccc2c(-c2ccc(O)cc2)nn1-c1cccc(C(F)(F)F)c1	10	-7	8	5	22	-0.7	0	0.7	-14
COCc1ccc(CN2CCCC(C(=O)Nc3ccc(-c4cccc(OC)c4)cc3)C2)o1 (centres undefined)	-1	2	15	7	17	0.2	1	2.2	6
CCOC(=O)Cc1cc(=O)n2[nH]c(C)cc2n1	-5	-5	4	-12	-5	0.2	-2	-0.3	-7
COC(=O)C1CCN(C(=O)COC(=O)c2cc(-c3cccs3)nn2-c2ccccc2)CC1	-13	2	18	5	-2	-0.2	-4	-0.9	-12
O=C1C2C3C=CC(C2C(=O)N1c1cccc(O)c1)C1C2C(=O)N(c4cccc(O)c4)C(=O)C2C31 (centres undefined)	-8	2	-3	-2	-4	-0.4	-3	-0.5	5
CCOC(=O)c1cnc2cc(C)nn2c1C	-4	2	-2	-5	-2	-0.5	0	0.4	2
Cc1ccccc1C(=O)NC(=S)Nc1ccc(N2CCN(C(=O)c3ccccc3)CC2)cc1	-4	-14	11	-17	18	-0.3	-2	-0.8	37
CC(C)(C)OC(=O)C[C@H]1C/C=C\C[C@H](CC(=O)N(CCO)Cc2ccccc2)C(=O)NC[C@H](c2ccccc2)OC1=O	3	0	11	2	-8	-0.3	-3	0.8	2
COC(=O)c1cn(C(=O)c2ccco2)c2ccccc12	-2	3	-6	11	1	-0.8	-2	1.5	5
CCCN1CCN(C(=S)Nc2ccc([N+](=O)[O-])cc2)CC1	-20	0	-7	-7	-7	1.8	-2	1.0	-21
CCCn1c(C2CC(=O)N(c3ccc(C)cc3)C2)nc2ccccc21 (centres undefined)	3	-3	-9	3	-1	-0.2	0	0.4	-3
Nc1c(-c2ccc(Cl)cc2)cnc2c(-c3ccccc3)cnn12	4	3	0	-8	-1	-1.4	-5	-1.1	-13
O=C(NNc1nc2ccccc2s1)c1ccccc1F	-3	10	-2	10	-23	-1.6	-8	-1.0	-97
CCOC(=O)c1sc2nc(CC(=O)OC)nc(NCCN(CC)CC)c2c1C	0	-5	3	14	-9	-0.1	-3	0.8	9
O=C1NC[C@@H](CCCCN2C[C@H](Cc3ccc(O)cc3)N(CCC3CCCCC3)C(=O)C2=O)N(Cc2ccccc2)C1=O	-6	-1	0	13	6	-0.2	-2	-0.2	nt
C/C(=N/NS(=O)(=O)c1ccc(C)cc1C)c1c[nH]c2ccccc12	3	6	-1	-15	5	-0.1	-9	-1.1	4
COC(CNC(=O)c1cc(C)nn1-c1ccccc1)OC	-6	-5	0	-4	-7	-0.9	-5	0.3	-11
COc1ccc(CC(=O)OCc2csc(CC(=O)Nc3ccc(C)cc3)n2)cc1	-9	2	-8	0	10	0.1	-2	-1.4	-13
Cc1nc2ccc(NC(=O)c3ccc([N+](=O)[O-])cc3)cc2[nH]1	-4	4	12	11	7	-0.6	-5	0.0	-7
